# Screening results: PubChem, National Center for Advancing Translational Sciences (NCATS)
# FEN1 inh: human FEN1 inhibition. AID 588795. 390,000 tested, 0.35% active. Potency, µM (titrated, usually from 114 µM), inactives show at the highest dose activity change, negative = inhibition, most hits filed as inhibitors. Recombinant FEN1 flap cleavage, fluorescence, 15 min. P39748; further: nearly all actives have a fitted effect of over 65% in size
# Target sequence (P39748 whole entry, looked up): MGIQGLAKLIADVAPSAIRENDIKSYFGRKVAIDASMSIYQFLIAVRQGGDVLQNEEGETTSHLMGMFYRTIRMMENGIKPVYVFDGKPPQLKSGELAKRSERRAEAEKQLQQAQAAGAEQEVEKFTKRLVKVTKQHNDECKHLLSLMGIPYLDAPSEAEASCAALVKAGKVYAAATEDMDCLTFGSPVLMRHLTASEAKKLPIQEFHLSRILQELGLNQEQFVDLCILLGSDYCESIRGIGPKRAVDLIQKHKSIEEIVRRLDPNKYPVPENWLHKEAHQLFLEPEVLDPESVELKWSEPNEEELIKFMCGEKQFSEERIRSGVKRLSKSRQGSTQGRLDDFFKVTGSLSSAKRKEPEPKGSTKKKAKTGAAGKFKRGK
#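 Reaction started by adding substrate (50 nM final) to 10 nM enzyme after 15 min room-temperature compound preincubation. Reads at 0 and 15 min, with data normalized and fitted to a four-parameter Hill equation.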
# N370S GC mod: N370S glucocerebrosidase modulation, Gaucher chaperone candidate. P04062. N370S GC spleen homogenate, 4MU-glucoside fluorescence. Potency, µM (doses to about 59.4 µM), inactives show at the highest dose activity change, negative = inhibition, actives largely listed as inhibitors. 330,000 tested, 0.092% active. AID 2101;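 further: 0% = full enzyme activity and -100% = no enzyme basal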
# TDP1 inh: inhibitors of human tyrosyl-DNA phosphodiesterase TDP1; AID 485290; 350,000 tested, 0.28% active; Q9NUW8; recombinant TDP1, AlphaScreen DNA substrate cleavage; Potency, µM (doses to about 130 µM), for inactives: top-dose activity change, negative = inhibition, hits mostly inhibitors; further: nearly all actives have a fitted effect of over 40% in size
# Target sequence (Q9NUW8 whole entry, looked up): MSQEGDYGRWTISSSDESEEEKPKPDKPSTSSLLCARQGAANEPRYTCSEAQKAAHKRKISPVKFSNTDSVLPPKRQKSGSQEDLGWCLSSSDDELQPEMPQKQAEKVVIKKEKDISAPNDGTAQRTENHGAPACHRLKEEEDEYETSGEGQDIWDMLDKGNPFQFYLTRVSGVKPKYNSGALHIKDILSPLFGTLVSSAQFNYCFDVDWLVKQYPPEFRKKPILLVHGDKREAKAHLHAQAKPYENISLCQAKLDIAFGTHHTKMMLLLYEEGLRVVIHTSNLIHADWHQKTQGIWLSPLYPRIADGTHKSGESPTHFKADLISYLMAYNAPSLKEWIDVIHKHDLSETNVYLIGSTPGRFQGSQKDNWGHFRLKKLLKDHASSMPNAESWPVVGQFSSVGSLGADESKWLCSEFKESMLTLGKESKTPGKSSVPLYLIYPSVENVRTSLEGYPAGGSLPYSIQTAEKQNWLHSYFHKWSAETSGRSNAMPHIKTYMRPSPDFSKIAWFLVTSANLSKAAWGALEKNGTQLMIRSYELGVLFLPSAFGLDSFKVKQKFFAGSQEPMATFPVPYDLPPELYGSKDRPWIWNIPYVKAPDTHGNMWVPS
#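 Compounds were preincubated with Tdp1 (1 nM final) for 15 min at room temperature before substrate (15 nM final) started a 5 min reaction; beads (10 ug/ml final) were then added for 10 min before AlphaScreen detection.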
# Starred values were filed as active, the others as inactive; ? = inconclusive; / = no result given; & = joins results of further samples; [ ] = dose if it differs, or a comment. The call rests on the fitted dose curve; in most records, active means well fitted curve in the direction sought with a large enough effect; inconclusive means small, poorly fitted or top-dose-only effect, or another doubt; inactive means no such curve, though single readings can be large; an effect the other way counts as inactive or inconclusive. Unless noted, on the % scale 0 is the no-effect control and ±100 the full control effect; potency means the concentration at half of the fitted maximal effect.
Molecule | FEN1 inh | N370S GC mod | TDP1 inh
COc1ccccc1N1CCN(C2CCCCC2NS(=O)(=O)c2ccccc2)CC1 (configuration not stated) | 0% | 5% | 7%
O=C(NCC1COc2ccccc2O1)c1cc2ccccc2o1 (configuration not stated) | -1% | 6% | -5%
Cc1cc(N2CCC(C(=O)N3CCN(c4cccc(C)c4C)CC3)CC2)n2ncnc2n1 | -9% | -7% | 3%
CN1CCc2c(sc3nc(SCC(N)=O)n(-c4ccccc4)c(=O)c23)C1 | -11% | 0% | -2%
Cc1ccc(NC(=O)c2ccc(=O)[nH]n2)cc1S(=O)(=O)Nc1ccccc1Cl | 2% | / | -3%
Cc1ccc(NC(=O)C2CCN(S(=O)(=O)c3ccc4c(c3)CCCC(=O)N4)CC2)c(Br)c1 | -5%&18% | -9% | 3%&-4%
COc1cc(CCC(=O)NCc2ccc(Cl)cc2)cc(OC)c1OC | -8% | 0% | /
Cc1cccc(NC(=O)c2cccc(NC(=O)Cc3cccs3)c2)c1 | -12% | 22% | 0%
CN(Cc1ccccc1)C(=O)CCSc1nc(-c2ccc3c(c2)OCO3)cc(C(F)(F)F)n1 | 9% | 9% | 0%
Cc1ccc(NC(=O)CN2C(=O)CN(C)C2=O)cc1S(=O)(=O)N1CCCCC1 | 4% | 0% | 5%
COC(=O)C1CCN(C(c2cccs2)c2sc3nc(C)nn3c2O)CC1 (configuration not stated) | -3% | -1% | 2%
Cc1ccccc1CN1C(=O)Nc2ccccc2C(=O)N1C(C)(C)C | 0% | 5% | 1%
Cc1c(C(=O)N2CCCCC2)sc(NC(=O)C(C)C)c1C#N | 0% | -21% | 1%
COc1ccc(N(C)C(=O)c2cc3c(s2)-c2ccccc2OC3)c(OC)c1 | -5% | 6% | /
Cc1cccc(NC(=O)COc2cccc3c2CCN(C)C3=O)c1 | 37%[activator] | -2% | 1%
Cc1nc(NCc2ccco2)nc2c1C(=O)CC(C)C2 (configuration not stated) | -2% | 3% | 2%
COc1ccc(OCC(=O)Nc2ccc3c(c2)nc(CCNC(C)=O)n3C)cc1 | 0% | -17% | 1%
CCCc1ncc(C(O)c2cccc3ccccc23)n1C (configuration not stated) | 10% | -3% | 4%
CC(C)(C)N/N=C/c1c(O)n(-c2ccc(Cl)cn2)c(=O)c2ccccc12 | -2% | -3% | 6%
CN(C)C(=O)NC1c2ccccc2-c2ccccc21 | 13% | -5% | /
COc1ccc(S(=O)(=O)NCCc2csc(-c3ccc(F)cc3)n2)cc1F | -7% | / | 5%
COc1cccc(/C=C/C(=O)c2ccc[nH]2)c1 | -4% | 8% | 7%
COc1cccc2nc(-c3cccs3)nc(NN3C(=O)C=C(C)C3=O)c12 | / | ? | 13%
CC(=O)N/C(=C\c1ccccc1)C(=O)OCC(=O)c1ccccc1 | -9% | 2% | /
Cc1cc(=O)oc2cc(OC(C)C(=O)NCC3CCC(C(=O)O)CC3)ccc12 (configuration not stated) | 2% | 0% | /
Cc1ccc(CNC(=O)Cn2cnc3c(OCc4ccccc4)ncnc32)o1 | -2% | / | -4%
CCCCCc1ccc(-c2ccc(OC)cc2)nc1 | -18% | ? | -3%
C/C(=N\NC(=O)c1c(Cl)c(C)nn1C)c1cccc(NC(=O)c2cccc(F)c2)c1 | 0% | -6% | 1%
COc1cccc(Cn2c(=O)oc3ccccc32)c1 | 7% | 3% | /
O=c1c2cc(Cl)cc(Cl)c2nc2n1CCC2 | 1% | -20% | 2%
COc1ccc(S(=O)(=O)Nc2c(C)ccc3nsnc23)cc1OC | -2% | -2% | -1%
Cc1cc(C)c(C(=O)CN2C(=O)NC3(CCC(C)CC3)C2=O)cc1C (configuration not stated) | -2% | 11% | 2%
CC(=O)c1ccsc1-c1c(C)cc2oc(=O)cc(-c3ccccc3)c2c1C | -20% | 28%[89.1 µM] | 1%[56.1 µM]
C/C(=N\NC(=O)c1nnn(-c2nonc2N)c1-c1ccccc1)c1ccccc1O | 14% | -6% | -6%
O=C(Nc1cc(S(=O)(=O)N2CCOCC2)ccc1N1CCCCC1)c1cc(-c2ccccn2)nc2ccccc12 | -3% | 2% | -10%
CN(CC(=O)Nc1ccc(F)c(F)c1F)C(=O)CC1CCCCC1 | -5% | / | 1%
CC(C)NC(=O)c1cc2c(Cl)nc3ccccc3c2s1 | -1% | / | 5%
CCOC(=O)c1cc2c(=O)n3ccccc3nc2n(Cc2ccco2)c1=NC(=O)c1cccc(C)c1 | 0% | / | 0%
COc1cccc(NC(=O)CSc2nc(=O)n(Cc3ccncc3)c3c2CCCC3)c1 | 4% | -6% | 0%
CCC(C)Cn1c(O)cc2nn(-c3nc4ccccc4s3)c(=O)c-2c1C (configuration not stated) | ? | -7% | 12%
OCC[C@H]1C[C@@H](O)[C@H](O)[C@]2(CCc3ccccc3CO2)O1 | 1% | 0% | /
Cc1n[nH]c(=O)n1-c1ccc(OCc2ccccc2)cc1 | 16% | 0% | 0%
O=C(COC(=O)Cc1ccsc1)Nc1cccc(Cl)c1 | 10% | / | -6%
CC(=O)c1ccc(S(=O)(=O)N2CCN(CC(=O)NC(=O)NC3CCCCC3)CC2)cc1 | 0% | / | 3%
COc1ccc(OC)c(NC(=O)CSc2nc3[nH]c(=O)cc(O)c3s2)c1 | -14% | / | -2%
CC(C(=O)Nc1ccc2c(c1)OCCO2)N1CCN(C(=O)c2ccco2)CC1 (configuration not stated) | -2% | -4% | 2%
COc1ccc2c(c1)OC[C@H]1[C@H]2N2C(=O)c3ccccc3NC(=O)[C@@]2(C)[C@H]1c1ccccc1 | 8% | / | 2%
O=C(/C=C\NCC(=O)c1ccccc1)c1ccccc1 | 0% | -22% | 4%
COc1ccccc1NCC(=O)N1CCN(S(=O)(=O)c2ccccc2)CC1 | 40% | / | 4%
Cc1ccc(NC(=O)CNC(=O)c2ccco2)nc1 | -9% | -14% | 2%

# Two compounds from above, showing only N370S GC mod and TDP1 inh:
Structure | N370S GC mod | TDP1 inh
COc1ccc(OC)c(NC(=O)CSc2nc3[nH]c(=O)cc(O)c3s2)c1 | / | -2%
CC(C(=O)Nc1ccc2c(c1)OCCO2)N1CCN(C(=O)c2ccco2)CC1 (configuration not stated) | -4% | 2%

# The list continues:
# Under each structure – FEN1 inh | N370S GC mod | TDP1 inh
CSc1nnc(NC(=O)C23CC4CC(CC(C4)C2)C3)s1
→ -8% | -1% | 2%
CC(C)OCC(O)CS(=O)(=O)Cc1ccccc1 (configuration not stated)
→ 0% | -6% | 8%
C/C(=N\NC(=O)c1nnn(-c2nonc2N)c1CN(C)c1ccccc1)c1ccccn1
→ -1% | -12% | 1%
COc1ccc(N2CCN(c3c4c(nc5nncn35)CCC4)CC2)cc1
→ -9% | / | 2%
CCOc1ccc(NC(=O)CN(C)C(=O)c2c(C)noc2C)cc1OCC
→ -1% | 1% | 1%[0.505 µM]
COc1cccc(CC(=O)OCC(=O)NC(C)c2ccc(F)cc2)c1 (configuration not stated)
→ -10% | / | 0%
CC(OC(=O)CCN1C(=O)C2CC=CCC2C1=O)C(=O)Nc1cccc(Cl)c1 (configuration not stated)
→ -1% | -3% | -10%
CCC(CC)C(=O)Nc1cccc(-c2nc3ccccc3s2)c1
→ -6% | / | 2%
COc1cccc(OCc2nc3ccccc3n2Cc2ccccc2)c1
→ -1% | / | 4%
CCCN(CC(=O)Nc1ccccc1OC)C(=O)c1ccccn1
→ -1% | / | 0%
CCC(C)NC(=O)NC(=O)CSc1nnc(-c2ccccc2F)n1C1CC1 (configuration not stated)
→ -4% | 4% | 2%
CNC(=S)N/N=C/C1=CCC2CC1C2(C)C (configuration not stated)
→ 8% | 16% | -3%
CC(NC(=O)N1CCN(c2ccccc2F)CC1)c1ccc(F)c(F)c1 (configuration not stated)
→ -11% | -26% | -5%
CC(NC(=O)c1ccnc(C(C)(C)C)c1)c1ccccc1 (configuration not stated)
→ -5% | -5% | 2%
CCN(C(=O)COC(=O)COc1ccc2c(c1)CCC2)c1c(N)n(Cc2ccccc2)c(=O)[nH]c1=O
→ 0% | -15% | /
O=C(NCc1ccccn1)C1CC(c2ccc(F)cc2)=NO1 (configuration not stated)
→ 4% | 0%[12.8 µM] | 1%
CC(OC(=O)Cc1ccc(Cl)cc1)C(=O)NC1CCCCC1C (configuration not stated)
→ 1% | 0% | /
c1ccc(C2=NNC(c3ccco3)=Nc3ccccc32)cc1
→ -3% | 10% | -5%
O=C1C[C@@H](O)[C@@H](O)[C@@H]2[C@H]3C(=O)N(c4ccc(F)cc4F)C(=O)[C@@H]3CC[C@H]12
→ / | -1%[12.8 µM] | 4%[21 µM]
COC(=O)c1ccccc1NC(=O)c1nn(C)c2c1COc1ccccc1-2
→ 16% | / | 3%

# Part of the list above in order of SMILES length, largest number first.
# Under each structure – FEN1 inh | N370S GC mod | TDP1 inh
O=C1C[C@@H](O)[C@@H](O)[C@@H]2[C@H]3C(=O)N(c4ccc(F)cc4F)C(=O)[C@@H]3CC[C@H]12
→ / | -1%[12.8 µM] | 4%[21 µM]
CCN(C(=O)COC(=O)COc1ccc2c(c1)CCC2)c1c(N)n(Cc2ccccc2)c(=O)[nH]c1=O
→ 0% | -15% | /
C/C(=N\NC(=O)c1nnn(-c2nonc2N)c1CN(C)c1ccccc1)c1ccccn1
→ -1% | -12% | 1%
CC(OC(=O)CCN1C(=O)C2CC=CCC2C1=O)C(=O)Nc1cccc(Cl)c1 (configuration not stated)
→ -1% | -3% | -10%
COC(=O)c1ccccc1NC(=O)c1nn(C)c2c1COc1ccccc1-2
→ 16% | / | 3%
CC(NC(=O)N1CCN(c2ccccc2F)CC1)c1ccc(F)c(F)c1 (configuration not stated)
→ -11% | -26% | -5%
COc1ccc(N2CCN(c3c4c(nc5nncn35)CCC4)CC2)cc1
→ -9% | / | 2%
COc1cccc(CC(=O)OCC(=O)NC(C)c2ccc(F)cc2)c1 (configuration not stated)
→ -10% | / | 0%
CC(OC(=O)Cc1ccc(Cl)cc1)C(=O)NC1CCCCC1C (configuration not stated)
→ 1% | 0% | /
CCC(CC)C(=O)Nc1cccc(-c2nc3ccccc3s2)c1
→ -6% | / | 2%
CC(NC(=O)c1ccnc(C(C)(C)C)c1)c1ccccc1 (configuration not stated)
→ -5% | -5% | 2%
CC(C)OCC(O)CS(=O)(=O)Cc1ccccc1 (configuration not stated)
→ 0% | -6% | 8%
CNC(=S)N/N=C/C1=CCC2CC1C2(C)C (configuration not stated)
→ 8% | 16% | -3%

# (cont.)
# Under each structure – FEN1 inh | N370S GC mod | TDP1 inh
Cc1ccc(NC(=O)CSCc2cnn(-c3ccccc3)c2-n2cccc2)c(Cl)c1
→ 7% | / | 9%
COC(=O)c1ccc2c(=O)n(-c3ccc(OC)cc3)c(=S)[nH]c2c1
→ 4% | 13% | 11%
NC(=O)c1c(NC(=O)CN2CCN(S(=O)(=O)c3ccccc3)CC2)sc2c1CCC2
→ -12% | -2% | /
COc1ccc(CCN2C(=O)CC(Sc3ncccc3C(=O)O)C2=O)cc1OC (configuration not stated)
→ 9% | 7% | -1%
O=C(c1cc(-c2ccc(F)cc2)on1)N1CCCC1
→ -1% | 8% | -3%
Cc1c(S(=O)(=O)NC(C)c2ccccc2)c(=O)n(C)c(=O)n1C (configuration not stated)
→ 2% | -4% | 1%
COc1ccc(N2CCN(Cc3cc(=O)oc4ccc5ccccc5c34)CC2)cc1
→ 9% | 5%[2.35 µM] | 3%
Cc1ccc(SCCNS(C)(=O)=O)cc1
→ -7% | 7% | -2%
CC(=O)Nc1ccc(SC[C@H](CC(C)C)N2CCN(CCc3ccccc3)CCC2=O)cc1
→ 1% | -14% | 2%
Cc1cccc(OCC(=O)NCc2ccc3c(c2)CCN3C(=O)c2ccc(Cl)cc2)c1
→ -12% | / | 6%
O=C1CCCN1CCCNC(=S)Nc1ccc(Cl)cc1Cl
→ 1% | 3% | -2%
O=C(Nc1cnc2ccccn2c1=O)c1ccc(Cl)cc1
→ 11% | 3% | 1%
